AddAB inh: less growth of phage-infected E. coli with AddAB; E. coli expressing H. pylori AddAB, absorbance growth; inhibition, % at 11.9 µM; 0.29% of 330,000 active; AID 435030; in the data active = inhibition above about 12%;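 also: 0% = vehicle wells of infected cells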
SR-BI DiI inh: blocks mouse SR-BI lipid uptake from DiI-HDL; Q61009; ldlA[mSR-BI] CHO cells, DiI-HDL uptake fluorescence, 3 h; inhibition, % at 12.5 µM; 0.96% of 320,000 active; AID 488896;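 active = mean replicate inhibition of at least 70% and a set share of replicates each scoring 70 or more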;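 also: 0% = median of neutral control wells and 100% = median of positive control wells; values of inactives mirror those of a sister screen read the other way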
Target sequence (Q61009 whole entry, looked up): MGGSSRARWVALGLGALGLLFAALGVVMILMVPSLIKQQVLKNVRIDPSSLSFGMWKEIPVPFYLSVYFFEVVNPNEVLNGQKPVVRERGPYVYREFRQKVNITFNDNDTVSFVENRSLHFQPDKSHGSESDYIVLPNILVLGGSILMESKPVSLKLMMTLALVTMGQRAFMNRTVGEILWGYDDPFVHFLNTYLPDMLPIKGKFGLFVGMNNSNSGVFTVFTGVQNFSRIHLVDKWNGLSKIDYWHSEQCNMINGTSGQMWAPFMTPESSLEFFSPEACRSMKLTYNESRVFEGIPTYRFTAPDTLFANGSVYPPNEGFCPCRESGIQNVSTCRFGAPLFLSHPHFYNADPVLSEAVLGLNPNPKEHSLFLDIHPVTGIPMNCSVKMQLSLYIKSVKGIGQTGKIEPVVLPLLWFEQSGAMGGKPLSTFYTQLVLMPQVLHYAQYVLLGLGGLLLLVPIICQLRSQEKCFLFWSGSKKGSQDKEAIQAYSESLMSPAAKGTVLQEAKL
Tat export inh: E. coli Tat transport inhibition; E. coli MC4100 TorA-mCherry Tat export, fluorescence; inhibition, % at 10 µM; 0.036% of 340,000 active; AID 488895;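 active = mean replicate inhibition at least 50% and at least half of replicates individually reaching 50%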;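 also: exported cargo escapes ClpAP degradation while cytoplasmic cargo is degraded and loses fluorescence; 0% = median of neutral control wells and 100% = median of NaSCN control wells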
phage Ecoli inh: E. coli growth loss with phage present. growth absorbance. inhibition, % at 11.9 µM. 0.26% of 360,000 active; in the data active = inhibition above about 11%
CAL PDZ FP-1: CAL PDZ (human) peptide binding inhibition; Q9HD26; inhibition, % at 24.9 µM; 0.92% of 300,000 active; purified CAL PDZ, TMR-peptide fluorescence polarization, 1 h; AID 602252;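 active = mean inhibition of at least 30% with at least half of replicates also reaching 30%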;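 also: 0% = DMSO neutral control and 100% = excess unlabeled competitor peptide PRC23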
MITF TRPM1 HTS: activators of MITF-driven TRPM1 promoter activity in SK-MEL-5 cells; SK-MEL-5 TRPM1-promoter luciferase, 24 h; % of positive control, neutral wells = 0; activation, % at 12.5 µM; 0.75% of 300,000 active;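 active = mean activation of at least 80% with every replicate also reaching 80%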;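 also: 0% = neutral control wells and 100% = parthenolide positive control wells; values of inactives mirror those of a sister screen read the other way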
SR-BI DiI-HDL act: activators of SR-BI mediated HDL lipid uptake | CHO ldlA[mSR-BI] cells, DiI-HDL uptake fluorescence, 3 h; 100 = double the neutral-control signal | activation, % at 12.5 µM | 0.096% of 320,000 active | AID 504775;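 active = mean replicate activation of at least 60% and every replicate at or above 60%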;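 also: 0% = median plate neutral-control signal and 100% = twice that signal; values of inactives mirror those of a sister screen read the other way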
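system = CHO ldlA[mSR-BI] cells, LDL receptor-null, SR-BI overexpressing | medium = Ham's F12 with 0.5% BSA, HEPES 25 mM, pH 7.4 | probe or stimulus = DiI-HDL 10 µg/mL | compound dosing = single-point compound dose | incubation = compound exposure 3 h, 37 °C | technique = DiI fluorescence, bottom read | read-out = cell-associated DiI fluorescence as measure of HDL uptake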
Wnt bcat act: activates Wnt/beta-catenin signaling in a reporter cell assay; activator, plate reader; activation, % at 9.35 µM; 1.2% of 300,000 active; AID 743398; in the data active = activation above about 30%, passing the limit was not always enough;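 also: 0% = neutral control wells and 100% = positive control wells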
CAL PDZ FP-2: inhibitors of human CAL PDZ peptide binding. purified CAL PDZ, TMR-peptide fluorescence polarization, 1 h. inhibition, % at 20 µM. 0.02% of 330,000 active. AID 504414;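 active = highest replicate inhibition of at least 40%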;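 also: plate controls were DMSO neutral control wells for no effect and unlabeled competitor peptide control wells for full effect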
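System: tagged CAL PDZ domain. Schedule: 1 h room-temperature incubation prior to read. Signal: fluorescence polarization (mP). Measure: percent inhibition from loss of millipolarization.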
E coli growth: reduces bacterial viability in AddAB counter-screen; 0.27% of 330,000 active; inhibition, % at 11.9 µM; E. coli V3065 growth, OD600 absorbance, 18 h;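 active = inhibition above the campaign's mean inhibition across all tested compounds plus 3 SD, cut at about 9.9% in these data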;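 also: uninfected addAB+ strain grown without phage in ampicillin broth; 0% = DMSO wells and 100% = ciprofloxacin 0.95 µg/ml wells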
* = called active by the depositor.

Results for O=C(Nc1cccc(F)c1)Nc1ccc(Cl)cn1 ?
AddAB inh: 4.8; SR-BI DiI inh: 9; Tat export inh: 2; phage Ecoli inh: 3.2; CAL PDZ FP-1: -3; MITF TRPM1 HTS: 74; SR-BI DiI-HDL act: -9; Wnt bcat act: 14; CAL PDZ FP-2: -5.6; E coli growth: 1.2

Results for COc1ccc(C(=O)C2CCCN(Cc3ccc4c(c3)OCCO4)C2)cc1F (centres undefined) ?
AddAB inh: 0.9; Tat export inh: 0; phage Ecoli inh: 2.9; CAL PDZ FP-1: -1; MITF TRPM1 HTS: -3; Wnt bcat act: 0; CAL PDZ FP-2: -3.0; E coli growth: 0.9

How did CC(C)Cn1cnc2c1c(=O)n(CC(=O)N(C)C)c(=O)n2Cc1ccccc1 do in these assays?
AddAB inh: -0.3; SR-BI DiI inh: -4; Tat export inh: -8; phage Ecoli inh: 2.9; CAL PDZ FP-1: -7; MITF TRPM1 HTS: -4; SR-BI DiI-HDL act: 4; Wnt bcat act: 0; CAL PDZ FP-2: -3.3; E coli growth: 1.0

How did O=C1NC[C@@H](Cc2ccc(O)cc2)N(CCc2cccc3ccccc23)C1=O do in these assays?
AddAB inh: 0.8; SR-BI DiI inh: 10; Tat export inh: 2; phage Ecoli inh: 2.7; CAL PDZ FP-1: 1; MITF TRPM1 HTS: 2; SR-BI DiI-HDL act: -10; Wnt bcat act: -3; CAL PDZ FP-2: -0.9; E coli growth: -1.5

Results for CN(C)c1nc(N(C)C)nc(N2CC(CCl)OC2=N)n1 (centres undefined) ?
AddAB inh: 0.2; SR-BI DiI inh: 1; Tat export inh: 1; phage Ecoli inh: 4.0; CAL PDZ FP-1: -1; MITF TRPM1 HTS: -7; SR-BI DiI-HDL act: -1; Wnt bcat act: -7; CAL PDZ FP-2: -0.4; E coli growth: 0.7

How did O=C(NCc1c(F)cccc1F)c1cc(COc2c(F)cccc2F)on1 do in these assays?
AddAB inh: -0.9; SR-BI DiI inh: 20; Tat export inh: 3; phage Ecoli inh: 3.3; CAL PDZ FP-1: 4; MITF TRPM1 HTS: 22; SR-BI DiI-HDL act: -20; CAL PDZ FP-2: -0.1; E coli growth: 0.4

Results for O=C1CCCCC1(CCc1ccncc1)CCc1ccncc1 ?
SR-BI DiI inh: -6; Tat export inh: -10; phage Ecoli inh: 1.8; CAL PDZ FP-1: -1; MITF TRPM1 HTS: -8; SR-BI DiI-HDL act: 6; Wnt bcat act: -4; CAL PDZ FP-2: 0.5

Results for COc1ccc(-c2noc(CSc3nnc(CCc4ccccc4)n3-c3ccccc3)n2)cc1OC ?
AddAB inh: 1.4; SR-BI DiI inh: 41; Tat export inh: 5; phage Ecoli inh: -0.2; CAL PDZ FP-1: -10; MITF TRPM1 HTS: 2; SR-BI DiI-HDL act: -41; Wnt bcat act: -5; CAL PDZ FP-2: -1.7; E coli growth: -2.4

How did CCn1c(N2CCN(S(=O)(=O)c3ccccc3)CC2)nc2ccccc21 do in these assays?
AddAB inh: -2.2; SR-BI DiI inh: 9; Tat export inh: 4; phage Ecoli inh: -0.9; CAL PDZ FP-1: 6; MITF TRPM1 HTS: -6; SR-BI DiI-HDL act: -9; Wnt bcat act: -3; CAL PDZ FP-2: -1.9; E coli growth: 0.6

How did COc1ccc(-c2cn[nH]c2-c2ccc(OCc3ccc([N+](=O)[O-])cc3)cc2O)cc1OC do in these assays?
AddAB inh: 4.1; Tat export inh: 10; phage Ecoli inh: 2.4; CAL PDZ FP-1: -1; MITF TRPM1 HTS: -5; Wnt bcat act: 0; CAL PDZ FP-2: -1.9; E coli growth: 1.0

How did COCCSc1ccccc1C(=O)Nc1ccccc1C#N do in these assays?
AddAB inh: 0.4; SR-BI DiI inh: 9; Tat export inh: 6; phage Ecoli inh: 4.2; CAL PDZ FP-1: -1; MITF TRPM1 HTS: -8; SR-BI DiI-HDL act: -9; Wnt bcat act: 0; CAL PDZ FP-2: 0.5; E coli growth: 1.5

What do the screens show for `Cn1c(SCC(=O)Nc2cccc(F)c2)nc2c(c1=O)SCC2`?
AddAB inh: 0.2; SR-BI DiI inh: 22; Tat export inh: 5; phage Ecoli inh: 2.3; CAL PDZ FP-1: -2; MITF TRPM1 HTS: -6; SR-BI DiI-HDL act: -22; Wnt bcat act: 0; CAL PDZ FP-2: -3.0; E coli growth: -0.4

Results for Cc1cccc(-n2ncc3c(=O)[nH]c(SCC(=O)NCCC4=CCCCC4)nc32)c1 ?
AddAB inh: 7.2; SR-BI DiI inh: -9; Tat export inh: 1; phage Ecoli inh: 2.9; CAL PDZ FP-1: 2; MITF TRPM1 HTS: 5; SR-BI DiI-HDL act: 9; Wnt bcat act: 1; CAL PDZ FP-2: -0.7; E coli growth: 2.6

What do the screens show for `CCCC(=O)N(CCN1CCOCC1)c1nc2c(OC)ccc(C)c2s1`?
AddAB inh: -0.8; SR-BI DiI inh: 23; Tat export inh: 17; phage Ecoli inh: 3.5; CAL PDZ FP-1: -2; MITF TRPM1 HTS: -8; Wnt bcat act: 0; CAL PDZ FP-2: -3.4; E coli growth: -2.2

Results for O=C(/C=C/NCc1cccnc1)c1ccc(-c2ccccc2)cc1 ?
AddAB inh: 2.0; SR-BI DiI inh: 0; Tat export inh: 2; phage Ecoli inh: 2.3; CAL PDZ FP-1: -4; SR-BI DiI-HDL act: 0; Wnt bcat act: -2; CAL PDZ FP-2: -1.2; E coli growth: -1.2

What do the screens show for `COc1cc2[nH]c(=O)n(CCCCCC(=O)NC3CCCC3)c(=O)c2cc1OC`?
AddAB inh: 2.0; Tat export inh: -3; phage Ecoli inh: -0.6; CAL PDZ FP-1: -2; MITF TRPM1 HTS: -2; Wnt bcat act: 1; CAL PDZ FP-2: -3.2; E coli growth: 0.4

How did C=CCSc1nc(N2CCOCC2)c2c(c1C#N)CC(C)(C)N(C)C2 do in these assays?
AddAB inh: 1.1; Tat export inh: 5; phage Ecoli inh: 1.3; CAL PDZ FP-1: -5; MITF TRPM1 HTS: -1; Wnt bcat act: -1; CAL PDZ FP-2: -2.5; E coli growth: -0.1

How did COc1ccc(NS(=O)(=O)c2cc([N+](=O)[O-])ccc2N/N=C/c2c(C)[nH]c3ccccc23)cc1 do in these assays?
SR-BI DiI inh: 11; Tat export inh: 0; phage Ecoli inh: 1.2; CAL PDZ FP-1: -9; MITF TRPM1 HTS: -12; SR-BI DiI-HDL act: -11; Wnt bcat act: -4; CAL PDZ FP-2: 0.0

What do the screens show for `O=C(Nc1cc(S(=O)(=O)N2CCOCC2)ccc1Cl)C(=O)c1c(-c2ccccc2)cc2ccccn12`?
AddAB inh: 0.0; SR-BI DiI inh: 36; Tat export inh: 6; phage Ecoli inh: 0.7; CAL PDZ FP-1: 0; SR-BI DiI-HDL act: -36; CAL PDZ FP-2: -3.3; E coli growth: 1.4

Results for Cc1nn(-c2ccc(F)cc2)c(Cl)c1/C=C(/CCC(=O)O)c1nc2ccccc2s1 ?
SR-BI DiI inh: -16; Tat export inh: -7; phage Ecoli inh: 1.4; CAL PDZ FP-1: -3; MITF TRPM1 HTS: 1; SR-BI DiI-HDL act: 16; Wnt bcat act: -3; CAL PDZ FP-2: -1.8

How did Cc1c(N/N=C(\C#N)C(=O)c2ccccc2)c(=O)n(-c2ccccc2)n1C do in these assays?
SR-BI DiI inh: -11; Tat export inh: -10; phage Ecoli inh: 0.0; CAL PDZ FP-1: 2; MITF TRPM1 HTS: -30; SR-BI DiI-HDL act: 11; Wnt bcat act: 1; CAL PDZ FP-2: -2.2

How did CCN(CC)C(=O)C(=O)c1cn(CC(=O)N2CCc3ccccc3C2)c2ccccc12 do in these assays?
AddAB inh: 1.3; SR-BI DiI inh: 10; Tat export inh: 2; phage Ecoli inh: -0.5; CAL PDZ FP-1: -1; MITF TRPM1 HTS: -5; SR-BI DiI-HDL act: -10; Wnt bcat act: 1; CAL PDZ FP-2: 0.0; E coli growth: 0.3

How did Cc1c(Br)c([N+](=O)[O-])nn1CCCC(=O)Nc1sc2c(c1C(N)=O)CCC(C)C2 (centres undefined) do in these assays?
AddAB inh: 1.5; SR-BI DiI inh: 28; Tat export inh: 6; phage Ecoli inh: 0.9; CAL PDZ FP-1: -1; MITF TRPM1 HTS: -5; SR-BI DiI-HDL act: -28; Wnt bcat act: -5; CAL PDZ FP-2: -0.2; E coli growth: 0.8

Results for O=C(/C=C/c1ccc(Cl)c([N+](=O)[O-])c1)Nc1cccc(NC(=O)c2ccco2)c1 ?
AddAB inh: 0.0; SR-BI DiI inh: 16; Tat export inh: -5; phage Ecoli inh: -1.2; CAL PDZ FP-1: -1; MITF TRPM1 HTS: 14; SR-BI DiI-HDL act: -16; Wnt bcat act: 17; CAL PDZ FP-2: -2.6; E coli growth: -1.5

How did CCOC(=O)c1ccc(N2CSC3=C(C#N)C(c4ccc(OC)cc4OC)CC(=O)N3C2)cc1 (centres undefined) do in these assays?
AddAB inh: 1.3; SR-BI DiI inh: 16; Tat export inh: 4; phage Ecoli inh: -1.2; MITF TRPM1 HTS: -7; SR-BI DiI-HDL act: -16; Wnt bcat act: -1; CAL PDZ FP-2: -2.0; E coli growth: -0.9

How did Cn1nc(C(F)(F)F)c(-c2ccc(F)cc2)c1NC(=O)c1ccco1 do in these assays?
AddAB inh: 2.4; SR-BI DiI inh: -10; Tat export inh: -6; phage Ecoli inh: 4.2; SR-BI DiI-HDL act: 10; Wnt bcat act: -2; CAL PDZ FP-2: -1.0; E coli growth: 0.8

Results for O=C(O)c1nnn(-c2ccc(F)cc2F)c1-c1ccccc1 ?
AddAB inh: -0.2; SR-BI DiI inh: 2; Tat export inh: -13; phage Ecoli inh: 2.6; CAL PDZ FP-1: -5; MITF TRPM1 HTS: 4; SR-BI DiI-HDL act: -2; Wnt bcat act: 14; CAL PDZ FP-2: -0.9; E coli growth: 0.7

Results for O=C(Nc1ccc2c(c1)nc1n2CCN(C2CCCCC2)C1)c1ccco1 ?
SR-BI DiI inh: 27; Tat export inh: 0; phage Ecoli inh: 3.6; CAL PDZ FP-1: 1; MITF TRPM1 HTS: 5; SR-BI DiI-HDL act: -27; Wnt bcat act: 3; CAL PDZ FP-2: -0.8

What do the screens show for `Cc1c(NC(=O)c2cc(C3CC3)on2)c(=O)n(-c2ccccc2)n1C`?
AddAB inh: -1.9; SR-BI DiI inh: -14; Tat export inh: -2; phage Ecoli inh: 2.4; MITF TRPM1 HTS: -10; SR-BI DiI-HDL act: 14; Wnt bcat act: -2; CAL PDZ FP-2: 0.0; E coli growth: -1.7

What do the screens show for `COc1ccc(N2CCC(CNC(=S)Nc3cc(C)cc(C)c3)C2)cc1` (centres undefined)?
AddAB inh: 2.0; Tat export inh: 6; phage Ecoli inh: -0.8; CAL PDZ FP-1: 0; MITF TRPM1 HTS: -9; Wnt bcat act: -3; CAL PDZ FP-2: -1.9; E coli growth: 0.0

Screens: PubChem, several laboratories
